# Source: PubChem
# TexasRed fluor = alters Texas Red total fluorescence, flagging assay interference; AID 1479; Potency, µM (highest dose often 106 µM), without a hit: top-dose fluorescence change, negative = quenching; 0.29% of 280,000 active; TRb/SRC2 Texas Red total fluorescence interference; active means well fitted curve in either direction with a large enough effect; inconclusive means small, poorly fitted or top-dose-only effect
#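 Flags fluorescent or light-absorbing compounds by total fluorescence, S + 2P, at 555 nm excitation and 632 nm emission. Mixture: 20 nM Texas Red SRC2 peptide, 0.6 uM human TRb LBD, 1 uM T3, 5% DMSO; compound exposure 5 h at ambient temperature.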
# Tau FP inhib = blocks human tau fibril formation measured by polarization; P10636; K18 P301L tau heparin fibrillization, Alexa594 FP, 6 h; Potency, µM (titrated, usually from 57.7 µM), for the others: top-dose activity, negative = inhibition, usual class: inhibitors; 0.39% of 280,000 active; AID 1468; further: nearly all actives have a fitted effect of over 55% in size
# Target sequence (P10636 561-689 P618L limits assumed): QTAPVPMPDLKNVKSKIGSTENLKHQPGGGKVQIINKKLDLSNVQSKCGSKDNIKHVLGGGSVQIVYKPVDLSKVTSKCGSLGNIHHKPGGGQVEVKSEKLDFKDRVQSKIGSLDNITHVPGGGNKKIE
#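 Heparin (20 uM) drove fibril formation of recombinant tau K18 P301L, 15 uM unlabeled with 0.24 uM Alexa 594 label, for 6 hr at 37 C in 100 mM sodium acetate pH 7. Fluorescence polarization (555/632 nm) read 1 hr after 30 uM ThT.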
# TRb-SRC2 inh = inhibitors of human thyroid hormone receptor beta-SRC2 interaction. TRbeta-SRC2 peptide binding, fluorescence polarization; receptor liganded with 1 µM T3. AID 1469. 0.065% of 280,000 active. Potency, µM (titrated, usually from 106 µM), for the others: top-dose activity change, negative = inhibition, most hits filed as inhibitors;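 further: plate controls were bound peptide for no effect and peptide without receptor for full effect; nearly all actives have a fitted effect of over 50% in size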
# Target sequence (P10828 whole entry, looked up): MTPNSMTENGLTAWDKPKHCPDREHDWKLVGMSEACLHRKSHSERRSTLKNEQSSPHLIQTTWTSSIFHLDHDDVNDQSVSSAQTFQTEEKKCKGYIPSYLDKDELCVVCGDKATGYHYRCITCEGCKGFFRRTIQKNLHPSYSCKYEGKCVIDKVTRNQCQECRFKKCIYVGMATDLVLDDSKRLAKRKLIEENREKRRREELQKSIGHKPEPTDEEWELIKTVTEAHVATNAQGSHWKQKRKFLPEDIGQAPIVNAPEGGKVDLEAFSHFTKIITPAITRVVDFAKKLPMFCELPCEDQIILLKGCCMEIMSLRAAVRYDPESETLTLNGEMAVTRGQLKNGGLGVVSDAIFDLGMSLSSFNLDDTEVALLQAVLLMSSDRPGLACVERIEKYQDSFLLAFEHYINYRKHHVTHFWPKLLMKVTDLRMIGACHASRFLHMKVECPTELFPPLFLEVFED
#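 Polarization signal, normalized between peptide-alone and full complex controls, measured compound effects on T3-liganded human TRb LBD (0.6 uM) binding 20 nM Texas Red SRC2 peptide after 5 hr.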
# Tau fluor counter = counter-screen for tau fibril formation inhibitors. Potency, µM (top dose mostly 57.7 µM), for the others: at the highest dose activity change, negative = decrease. 0.93% of 280,000 active. AID 1463. tau K18 P301L Alexa594 fluorescence, heparin fibrillization; further: nearly all actives have a fitted effect of over 55% in size
#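 Human tau K18 P301L (15 uM unlabeled, 0.24 uM Alexa 594-labeled) in 100 mM sodium acetate pH 7 with 20 uM heparin, 6 hr at 37 C. ThT 30 uM added, 1 hr ambient; Alexa 594 FP and total fluorescence read at 555/632 nm.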
# ALDH1A1 block = blocks purified human ALDH1A1 activity | AID 1030 | P00352 | 7.3% of 220,000 active | Potency, µM (doses to about 75.3 µM), for inactives: top-dose activity, negative = inhibition, hits mostly inhibitors | Purified ALDH1A1, NADH fluorescence, propionaldehyde substrate; active means well fitted inhibition curve with a large enough effect, not every such curve was filed as active; inconclusive means small, poorly fitted or top-dose-only effect, or another doubt; inactive means no such curve, though single readings can be large or run the other way;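 further: plate controls were no enzyme wells and a reference inhibitor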
# Target sequence (P00352 whole entry, looked up): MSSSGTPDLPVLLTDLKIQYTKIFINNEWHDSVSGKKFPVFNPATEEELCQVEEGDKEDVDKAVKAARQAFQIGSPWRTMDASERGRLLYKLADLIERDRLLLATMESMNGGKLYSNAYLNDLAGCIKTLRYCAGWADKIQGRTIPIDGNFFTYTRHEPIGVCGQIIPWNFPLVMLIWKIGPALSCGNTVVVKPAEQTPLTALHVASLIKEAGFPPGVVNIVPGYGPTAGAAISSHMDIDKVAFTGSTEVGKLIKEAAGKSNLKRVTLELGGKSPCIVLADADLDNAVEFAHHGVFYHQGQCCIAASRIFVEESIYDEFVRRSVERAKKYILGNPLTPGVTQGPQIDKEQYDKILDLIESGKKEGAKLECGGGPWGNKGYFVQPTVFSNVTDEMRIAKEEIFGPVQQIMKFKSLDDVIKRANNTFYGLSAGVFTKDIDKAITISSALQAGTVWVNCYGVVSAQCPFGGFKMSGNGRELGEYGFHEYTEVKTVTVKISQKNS
# Tau ThT inhib = tau fibrillization inhibition (ThT binding) | P10636 | recombinant tau K18 P301L (four-repeat tau fragment), heparin-induced fibrillization, ThT fluorescence | Potency, µM (highest dose often 57.4 µM), for the others: at the top dose activity, negative = inhibition, hits mostly inhibitors | 2.1% of 270,000 active | AID 1460; further: nearly all actives have a fitted effect of over 55% in size
#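 Heparin-induced (20 uM) aggregation of recombinant human K18 P301L tau, 15 uM unlabeled with 0.24 uM labeled, pH 7 acetate buffer, 6 hr at 37 C with compound. Fibrils quantified by 30 uM ThT fluorescence after 1 hr ambient incubation.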
# L3MBTL1 block = L3MBTL1 (human) inhibition | Potency, µM (doses to about 57.1 µM), inactives show at the highest dose activity, negative = inhibition, most hits filed as inhibitors | AlphaScreen L3MBTL1–H3K9me1 peptide binding | 0.66% of 230,000 active; further: nearly all actives have a fitted effect of over 60% in size
#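 L3MBTL1 (50 nM) pre-complexed 30 min with biotinylated H3(1-15)K9me1 peptide (75 nM), then compounds added for 30 min at room temperature; AlphaScreen streptavidin donor/nickel chelate acceptor beads (10 ug/mL final) read after 30 min dark incubation.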
# aGal spleen mod = alpha-galactosidase A (human) modulation; P06280; human spleen homogenate, 4MU-alpha-Gal fluorescence, 40 min; Potency, µM (doses to about 80 µM), for the others: at the top dose activity change, negative = inhibition, most hits filed as inhibitors; 0.008% of 240,000 active; AID 2107;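 further: 0% = enzyme with vehicle and -100% = no enzyme basal signal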
#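 Human spleen homogenate (1 ug) as enzyme source, 4-methylumbelliferyl-alpha-D-galactopyranoside 1 mM final, citrate/phosphate pH 5.0 with 0.01% Tween-20. Compounds 40 min at 37C, NaOH/glycine stop; fluorescence Ex 365/Em 440, Hill-fit AC50.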
# Active calls of the source: *; ? = inconclusive; . = no result given; & = joins results of further samples; [ ] = dose if it differs, or a comment. Unless noted, the call rests on the fitted dose curve; in most records, active means well fitted curve in the direction sought with a large enough effect; inconclusive means small, poorly fitted or top-dose-only effect, or another doubt; inactive means no such curve, though single readings can be large; an effect the other way counts as inactive or inconclusive. Unless noted, on the % scale 0 is the no-effect control and ±100 the full control effect; potency means the concentration at half of the fitted maximal effect. An excerpt (hit frequency here may not be typical).
# Every second line gives: TexasRed fluor	Tau FP inhib	TRb-SRC2 inh	Tau fluor counter	ALDH1A1 block	Tau ThT inhib	L3MBTL1 block	aGal spleen mod
- O=C(O)CP(=O)(O)c1ccc(Cl)cc1
  0%	1%	3%	8%	-1%	16%	0%	-2%
- O=C1c2ccccc2C(=O)c2c1ccc1c(=O)n(-c3ccccc3)[nH]c21
  -2%	2%	2%	-26%	2%	?	-7%	8%
- CN(N=O)c1cc(O)ccc1O
  13µM*[quencher]	?	.	?	20µM*	11µM*	.	-1%
- C=Cn1ccnc1P(=S)(c1ccc(Cl)cc1)c1nccn1C=C
  0%	0%	-11%	-13%	3%	-7%	.	-6%
- CCOC(=O)C1C(=O)N(C)C2(C)CC1c1cc(OC)ccc1O2 (stereo unspecified)
  0%	1%	-13%	-3%	3%	-3%	4%	-4%
- OC1/C(=C/c2ccccc2C(F)(F)F)N2CCC1CC2 (stereo unspecified)
  -7%	5%	1%	9%	2%	3%	-6%[11.4 µM]	4%
- Cc1ccc(C(=O)C2CN(C)CC2C(=O)c2ccc(C)cc2)cc1 (stereo unspecified)
  -4%	6%	7%	-1%	0%	3%	-11%	-3%
- Cc1cccc(-n2c(-c3ccc([N+](=O)[O-])cc3)nc3ccccc3c2=O)c1
  -2%	-3%	-1%	-10%	?	-10%	-15%	0%
- CCCBr
  0%	.	5%	.	5%	.	.	-1%
- CN1[C@@H]2CCC[C@H]1CC(=O)C2
  -1%[53 µM]	.	1%[53 µM]	.	7%[20.9 µM]	.	.	8%[29.1 µM]
- CN(C(=O)CNC(=O)OCc1ccccc1)c1ccc(Br)cc1C(=O)c1ccccc1Cl
  -4%	12%	0%	-8%	?	-11%	-4%	-2%
- O=P(Oc1ccccc1)(Oc1ccccc1)C(Nc1ccccc1)c1ccccc1 (stereo unspecified)
  1%	5%	10%	-8%	-11%	-2%	9%	4%
- O=C(COc1ccccc1)c1cn(Cc2ccccc2)c2ccccc12
  5%	7%	-2%	0%	-15%	4%	25%	-2%
- Cc1ccc(C(=O)n2cc(CCN3CCS(=O)(=O)CC3)c3ccccc32)cc1
  1%	7%	6%	-8%	-6%	5%	0%	2%
- CCCCCCn1c(=O)c(C(=O)Nc2cnccn2)c(O)c2ccccc21
  -3%	-3%	-10%	-8%	?	-5%	-1%	0%
- COc1ccc(C=C2C(=O)N(C)C(=O)N(C)C2=O)cc1CSc1ccccn1
  6%	-14%	-3%	-10%	3.2µM*	?	-1%	3%
- Cc1ccc(-n2c(C)cc(/C=C3\C(=O)NC(=O)N(C)C3=O)c2C)cc1C
  7%	-7%	-4%	-7%	18µM*	?	-20%	8%
- CCN(CC)P(=O)(NC(=O)c1cccn1C)N(CC)CC
  -1%	-11%	-6%	-1%	6%	0%	.	-5%
- CC(C)(O)C1O[C@H]2CC[C@@]3(C)[C@@](O)(CC[C@H]4Cc5c([nH]c6ccccc56)[C@@]43C)C2=CC1=O (stereo partly specified)
  -1%&-1%&-4%	?	-3%&-3%&6%	16µM*[quencher]	-7%&5%&-7%	?	.	3%&-4%&16%
- O=c1[nH]c(=O)n(CCC2=CCCCC2)c(O)c1/C=N/Nc1cccc2ccccc12
  11%	?	10%	?	.	18µM*	.	?

# Entries of single compounds, looked up by structure:
# Cc1ccc(C(=O)n2cc(CCN3CCS(=O)(=O)CC3)c3ccccc32)cc1 in the list: TexasRed fluor = 1%; Tau FP inhib = 7%; TRb-SRC2 inh = 6%; Tau fluor counter = -8%; ALDH1A1 block = -6%; Tau ThT inhib = 5%; L3MBTL1 block = 0%; aGal spleen mod = 2%
# O=c1[nH]c(=O)n(CCC2=CCCCC2)c(O)c1/C=N/Nc1cccc2ccccc12 in the list: TexasRed fluor = 11%; Tau FP inhib = ?; TRb-SRC2 inh = 10%; Tau fluor counter = ?; ALDH1A1 block = .; Tau ThT inhib = 18µM*; L3MBTL1 block = .; aGal spleen mod = ?

# Remaining list, next part.
# Every second line gives: TexasRed fluor	Tau FP inhib	TRb-SRC2 inh	Tau fluor counter	ALDH1A1 block	Tau ThT inhib	L3MBTL1 block	aGal spleen mod
- Cc1ccnc(NS(=O)(=O)c2ccc(N=Cc3c(O)n(C)c(=O)n(C)c3=O)cc2)n1
  0%	-4%	-1%	-1%	-7%	-15%	-3%	-1%
- C/C(Cl)=C/CC1(CN2CCCC2=O)C(=O)NC(=O)NC1=O
  0%	-3%	-20%	13%	-6%	7%	28%	6%
- CC(C)(C)OO
  -1%&-1%	.	5%&-8%	.	?	.	.	3%&4%
- CC1CCN(CC(=O)c2ccccc2Cl)CC1
  -1%	-5%	3%	-9%	?	?	9%	-1%
- CCCNS(=O)(=O)c1ccc(OCC(=O)N2CCN(Cc3ccccc3)CC2)cc1
  -1%	4%	-8%	-2%	?	0%	.	-14%
- CN1[C@H]2CC(=O)C[C@@H]1[C@@H](O)C2
  -28%[53 µM]	.	9%[53 µM]	.	2%[20.9 µM]	.	.	-17%[29.1 µM]
- O=c1[nH]c(=S)[nH]c(O)c1N=Nc1ccc(-c2ccccc2)cc1[N+](=O)[O-]
  -11%	-11%	1%	?	?	4µM*	?	3%
- O=C(N/N=C/c1c(O)n(CCc2ccccc2)c(=O)[nH]c1=O)c1ccccc1
  2%	16%	4%	-12%	?	?	-1%	8%
- CC1CCCC(C)N1/N=C/c1c[nH]c2ccc(Br)cc12 (stereo unspecified)
  -2%	7%	-2%	?	?	-10%	5%	-4%
- Nc1ncc([N+](=O)[O-])s1
  -3%	.	4%	.	25µM*	.	11%	-22%
- CNC(=S)N(C)CCc1cc2c(c(OC)c1/C=C1/C(=O)NC(=O)N(C)C1=O)OCO2
  2%	0%	-1%	3%	14%	-8%	-2%	6%
- Cc1nn(-c2ccccc2)c2c1CC1(C(=O)N(C)C(=O)N(C)C1=O)C1CCCCN21 (stereo unspecified)
  -2%	7%	-7%	0%	-3%	-8%	-12%	6%
- CN1CCN(C(=O)COc2ccc(C(C)(C)C)cc2Br)CC1
  -5%	5%	5%	-16%	?	-19%	.	-1%
- Cc1cccc(N2CCc3c2nc2ccccc2c3N)c1
  -1%&0%	9%&10%	-8%&-5%	?	?	?	-1%&-12%	?
- COc1ccc(Cn2c(O)c(C=Nc3c(C)n(C)n(-c4ccccc4)c3=O)c(=O)[nH]c2=O)cc1
  -2%	-1%	-4%	4%	-4%	5%	1%	0%
- CC(=O)Nc1ccccc1C(=O)OCc1cccc(F)c1
  -1%	-5%	3%	-9%	-4%	-4%	22%	2%
- Cc1ccc(/C=C2/C(=O)NC(=O)N(C)C2=O)cc1
  1%	-16%	-4%	-3%	0%	?	3%	4%
- CC(C)(C)NCC(O)c1cc(Cl)c(N)c(Cl)c1 (stereo unspecified)
  3%&-2%&0%&-8%	-10%&-6%&15%	-9%&2%&3%&-3%	0%&-19%&-7%	-5%&-1%&-6%	5%&-16%&-8%	-11%	-7%&-13%&-9%&8%
- Cc1ncc(CN2CCCC(C(=O)c3sccc3C)C2)s1 (stereo unspecified)
  6%	-3%	6%	-9%	13%	-11%	6%	1%
- O=S1(=O)CC2(N3CCOCC3)CCCCC21 (stereo unspecified)
  2%	-4%	-1%	-4%	17%	2%	6%	5%
- COC(=O)c1cccc(N=Cc2c(O)n(Cc3ccc(F)cc3)c(=O)[nH]c2=O)c1
  0%	-7%	7%	11%	.	.	.	2%
- CC/C(=N\Nc1ccccc1)c1c(O)n(-c2ccc(OC)cc2)c(=O)[nH]c1=O
  0%	3%	0%	-24%	?	?	-3%	3%
- COc1cc(C)c(-c2nc(CN3C[C@@H]4C[C@@H](C3)c3cccc(=O)n3C4)c(C)o2)cc1C
  2%	0%	-1%	1%	-5%	-12%	-7%	-2%
- CCOC(=O)C1SC2(C(F)(F)C(F)F)CC1(O)c1c(c(OC)c3occc3c1OC)O2 (stereo unspecified)
  0%	15%	7%	-25%	?	2%	1%	5%
- CN(C)CCc1nn[nH]n1
  -4%	-4%	-26%	3%	-5%	1%	-3%	22%
- CC(C)C[C@H]1C(=O)N2CCC[C@@H]2[C@@]2(O)O[C@](NC(=O)[C@@H]3C=C4c5cccc6[nH]cc(c56)C[C@@H]4N(C)C3)(C(C)C)C(=O)N12
  -14%[53 µM]	.	-7%[53 µM]	.	?	.	.	-12%[29.1 µM]
- CCCc1nc2ccccc2c(=O)n1-c1ccccc1OC
  -4%	6%	4%	12%	-1%	13%	1%	5%
- O=C1NC(=O)C(CCc2ccccn2)(Cc2ccc3c(c2)OCO3)C(=O)N1CCc1ccccc1 (stereo unspecified)
  -3%	0%	2%	-9%	?	-16%	.	-8%
- CCCCCC[N+](=O)[O-]
  0%	.	4%	.	17%	.	6%	7%
- N#CCCCCC#N
  -2%	.	-3%	.	-2%	.	2%	6%
- CN1C2CCC1CC(OC(=O)c1ccc(Cl)cc1)(C(=O)O)C2 (stereo unspecified)
  1%	5%	-3%	10%	6%	2%	6%	-12%
- O=C(NC(Oc1ccccc1)C(Cl)(Cl)Cl)c1ccccc1 (stereo unspecified)
  0%	-6%	2%	-8%	20%	-4%	3%	-13%
- COc1ccc(C(=O)C2(C)N(O)C(C)C(c3cccs3)=[N+]2[O-])cc1 (stereo unspecified)
  -4%	-6%	4%	-7%	18%	-13%	-3%	5%
- C=CC(=O)OCCN(C)C
  -2%	.	2%	.	-2%	.	.	1%
- N#Cc1cccc(NC(=O)c2sc3nc4c(cc3c2N)N2CCC4CC2)c1
  -3%	8%	4%	?	.	?	.	.
- CC(N)(COP(=O)(O)Oc1ccccc1)C(=O)O (stereo unspecified)
  -2%	2%	0%	-5%	?	-1%	.	5%
- O=C1NC(=O)C(=Cc2ccccc2Oc2ccc(F)cc2)C(=O)N1
  1%	3%	0%	-4%	?	?	.	3%
- Cc1cc(NC(=O)c2cccn(Cc3cccc(Cl)c3)c2=O)no1
  0%	-5%	1%	-9%	.	0%	.	.
- CC(=O)[C@@H]1CC[C@@H]2[C@@H]3CCC4=CC(=O)CC[C@@]4(C)[C@H]3CC[C@]21C
  -2%[53 µM]	.	-4%[53 µM]	.	-6%[20.9 µM]	.	.	5%[29.1 µM]
